# IL2 activator: IL-2 activation; IL-2 activation reporter assay, cell-based qHTS; stimulated with anti-CD3/CD4/CD28 beads; in transgenic mouse T cells; activation, % (series mostly up to about 46 µM); 360,000 tested, 0.065% active; AID 652025; in the data active = activation above about 50%; inconclusive = mostly about 30% to 49%; also: 0% is about no effect
#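 Readout: EGFP and DsRed signals by fluorescent plate cytometry. Unstimulated transgenic mouse T cells received compound 60 min before antibody-bead stimulation, then incubated 18 h at 37 degrees C.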
# HepG2 viability: HepG2 cytotoxicity, counter-screen for TGF-b inhibitors. AID 588856. Potency, µM (highest dose often 46.1 µM), without a hit: at the highest dose activity change, negative = cytotoxicity, hits mostly cytotoxic. 410,000 tested, 0.76% active. HepG2 CAGA-GFP viability, ATP luminescence, 18 h; also: potency is read from the fitted curve at half-maximal effect; some results filed as inactive show a strong effect at the top dose
#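 HepG2 CAGA-GFP cells (1000/well, DMEM with 1% FBS) received compound, then TGF-beta at 500 pg/mL final, and were incubated 18 hours at 37 degrees C. Viability was read by CellTiter-Glo luminescence. Media-only wells were set as complete cell-killing and DMSO as no toxicity.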
# Nrf2 activator: activators of Nrf2 (ARE) signaling | AREc32 ARE-luciferase reporter (MCF7-derived line), luminescence, 24 h | Potency, µM (doses to about 46.1 µM), without a hit: at the top dose activation, usual class: activators | 410,000 tested, 0.31% active; also: potency is read from the fitted curve at half-maximal effect; % of control where 0% means no effect; nearly all actives have a fitted effect of over 65% in size
#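 ARE-driven firefly luciferase activity in AREc32 cells measured after a 24 hr compound exposure at 37 deg C, using Steady-Glo reagent and a 30 min room-temperature hold.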
# A549 tox: kills or reduces viability of A549 cells in Nrf2 counter-screen | A549 ARE-Fluc cells, CellTiter-Fluor viability, 18-24 h | 390,000 tested, 0.16% active | Potency, µM (titrated, usually from 46 µM), without a hit: at the highest dose activity change, negative = cytotoxicity, usual class: inhibitors; also: potency is read from the fitted curve at half-maximal effect; % is scaled to controls: 0 for no effect and ±100 for the full control effect
#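 A549 ARE-Fluc cells in 5% FBS OPTI-MEM, 5000 cells/well, rested 2 h then exposed to compounds in concentration-response for 18-24 h at 37 °C. Viability by CellTiter-Fluor fluorescence (Ex 405/Em 525) after 30 min; luciferase luminescence (BugLite, 15 min, RT) read afterwards.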
# TGFb inhibitor: blocks TGF-b signaling | HepG2 CAGA-GFP TGF-b/SMAD3 reporter, GFP fluorescence, 18 h; TGF-beta stimulated, 500 pg/mL final | Potency, µM (titrated, usually from 46.1 µM), for the others: at the top dose activity, negative = inhibition, actives largely listed as inhibitors | 410,000 tested, 1.2% active; also: potency is read from the fitted curve at half-maximal effect; % is scaled to controls: 0 for no effect and ±100 for the full control effect; nearly all actives have a fitted effect of over 65% in size
#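 Cell-based qHTS in HEPG2 carrying a CAGA-GFP Smad reporter; compounds added before 500 pg/mL final TGF-beta, 18 h incubation at 37 degrees C, GFP fluorescence quantified per cell by imaging cytometry.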
# ATXN2 expr inh: reduces ATXN2 reporter expression in HEK-293 cells; HEK-293 ATXN2-luciferase reporter, luminescence, 24 h; Potency, µM (top dose mostly 57 µM), for the others: at the top dose activity change, negative = inhibition, actives largely listed as inhibitors; 360,000 tested, 0.72% active; AID 1745845; also: potency is read from the fitted curve at half-maximal effect; % is scaled to controls: 0 for no effect and ±100 for the full control effect; nearly all actives have a fitted effect of over 55% in size
#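 qHTS (up to 57 uM final) was run with 24 h compound exposure of reporter cells at 37 °C. Each well was multiplexed: SteadyGlo luminescence measured ATXN2-luciferase expression after a fluorogenic Gly-Phe-AFC viability readout (25 uM final).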
# EPAC2 agonist: activates human EPAC2 exchange factor | Q8WZA2 | EPAC2 activation, biochemical qHTS; response scale: 100% = 6.5 mM cAMP response | Potency, µM (titrated, usually from 154 µM), inactives show at the top dose activation, usual class: activators | 360,000 tested, 0.079% active | AID 720711; also: potency is read from the fitted curve at half-maximal effect; nearly all actives have a fitted effect of over 50% in size
# Target sequence (Q8WZA2 whole entry, looked up): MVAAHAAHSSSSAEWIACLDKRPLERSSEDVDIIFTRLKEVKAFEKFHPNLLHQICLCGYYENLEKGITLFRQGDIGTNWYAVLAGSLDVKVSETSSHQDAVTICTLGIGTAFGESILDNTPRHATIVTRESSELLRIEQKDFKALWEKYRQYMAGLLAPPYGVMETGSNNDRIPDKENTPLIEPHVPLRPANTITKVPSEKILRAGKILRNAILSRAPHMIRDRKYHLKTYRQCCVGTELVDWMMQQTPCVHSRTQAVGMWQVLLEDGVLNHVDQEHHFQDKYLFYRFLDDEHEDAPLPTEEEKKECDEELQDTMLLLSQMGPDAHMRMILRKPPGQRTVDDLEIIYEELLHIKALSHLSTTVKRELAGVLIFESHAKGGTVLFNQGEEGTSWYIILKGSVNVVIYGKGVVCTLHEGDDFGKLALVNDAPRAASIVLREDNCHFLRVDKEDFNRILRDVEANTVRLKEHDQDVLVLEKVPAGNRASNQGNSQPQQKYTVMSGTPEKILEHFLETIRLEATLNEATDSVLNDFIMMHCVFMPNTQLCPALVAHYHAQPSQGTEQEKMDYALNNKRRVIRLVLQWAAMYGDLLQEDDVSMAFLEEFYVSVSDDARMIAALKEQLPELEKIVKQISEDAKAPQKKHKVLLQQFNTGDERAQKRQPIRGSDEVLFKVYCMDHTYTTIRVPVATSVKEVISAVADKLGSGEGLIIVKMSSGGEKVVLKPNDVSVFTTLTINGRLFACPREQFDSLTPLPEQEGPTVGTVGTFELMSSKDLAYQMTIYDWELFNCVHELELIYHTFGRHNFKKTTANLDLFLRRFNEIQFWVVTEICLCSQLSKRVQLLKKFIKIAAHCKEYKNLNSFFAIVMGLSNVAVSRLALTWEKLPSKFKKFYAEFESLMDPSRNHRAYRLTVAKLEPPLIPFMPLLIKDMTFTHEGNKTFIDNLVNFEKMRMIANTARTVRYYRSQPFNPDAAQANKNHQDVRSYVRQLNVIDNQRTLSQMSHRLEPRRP
#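 Guanine nucleotide exchange by EPAC2 is measured as reduced fluorescence of BODIPY-GDP once it is released from 250 nM Rap1B. Plates are read kinetically for 30 min at room temperature; results are scaled to 6.5 mM cAMP.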
# Nrf2 block: inhibitors of Nrf2 signaling; A549 ARE-Fluc reporter, luciferase luminescence, 18-24 h; Potency, µM (titrated, usually from 46 µM), for inactives: at the highest dose activity change, negative = inhibition, hits mostly inhibitors; 360,000 tested, 2.1% active; AID 504444; also: potency is read from the fitted curve at half-maximal effect; % is scaled to controls: 0 for no effect and ±100 for the full control effect; nearly all actives have a fitted effect of over 60% in size
#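 Nrf2 activity is the BugLite luminescence, read 15 min after reagent at room temperature, following CellTiter-Fluor cytotoxicity readout (30 min, 37C). Compound titrations were applied for 18-24 h to 5000 A549 ARE_Fluc cells/well in 5% FBS OPTI-MEM.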
# ATXN viability: cell viability loss in ATXN counter-screen; S2 cells (HEK-293 line with an ATXN2-luciferase reporter) viability, CellTiter-Fluor protease fluorescence, 24 h; Potency, µM (highest dose often 56.7 µM), actives largely listed as cytotoxic; 400,000 tested, 0.49% active; AID 651635; also: potency is read from the fitted curve at half-maximal effect; nearly all actives have a fitted effect of over 40% in size
# Numbers without * were called inactive; i = inactive; ? = inconclusive; . = no result given; & = joins results of further samples; [ ] = remark or other dose. Unless noted, calls follow the shape of the dose curve; as a rule, active = well fitted curve in the direction sought with a large enough effect; inconclusive = small, poorly fitted or top-dose-only effect, or another doubt; inactive = no such curve, though single readings can be large; an effect the other way counts as inactive or inconclusive. The list is partial, so the mix of outcomes need not match the whole.
# Keys: A = IL2 activator; B = HepG2 viability; C = Nrf2 activator; D = A549 tox; E = TGFb inhibitor; F = ATXN2 expr inh; G = EPAC2 agonist; H = Nrf2 block; I = ATXN viability
> CCOC(=O)C1(c2ccccc2)CCN(CCC(=O)Nc2cccc(Br)c2)CC1
  A = -0.2 | B = -166% | C = -1.0% | D = -28% | E = ? | F = ? | G = 22% | H = -15% | I = ?

> COc1cc(CN2CCCC(C(=O)c3sccc3C)C2)cc(Cl)c1O (stereo not given)
  A = -0.8 | B = -8% | C = 0.4% | D = 2% | E = 0% | F = -19% | G = 0% | H = -1% | I = i

> CC1([N+](=O)[O-])COP(=O)(Nc2ccc(F)cc2)OC1 (stereo not given)
  A = -2.6 | B = 5% | C = 0.0% | D = 0% | E = 8% | F = -8% | G = 3% | H = -6% | I = ?

> CCS(=O)(=O)N1N=C(c2cccc(NS(C)(=O)=O)c2)CC1c1ccccc1 (stereo not given)
  A = 0.9 | B = -14% | C = 5.4% | D = -1% | E = 0% | F = 5% | G = -34%[inhibitor] | H = -3% | I = ?

> COc1ccc(-c2cc(=NCCCCCC(=O)O)c3cc(C)ccc3o2)cc1
  A = 0.3&-0.3 | B = 6%&-35% | C = 3.9%&6.7% | D = -1%&-6% | E = ? | F = -2%&4% | G = 5%&9% | H = ? | I = i

> COc1ccc(-c2n(-c3ccccn3)c3ccccc3[n+]2-c2ccccn2)cc1
  A = -0.2 | B = 9% | C = -0.3% | D = -2% | E = 11% | F = . | G = -2% | H = 21% | I = i

> Cc1cc(Br)ccc1N1C(=O)CC(=O)NC1=O
  A = 0.8 | B = -2% | C = -0.4% | D = 2% | E = 0% | F = 1% | G = -3% | H = 12% | I = i

> Nc1ccc2c(c1)oc1ccccc12
  A = -0.1 | B = -1% | C = 3.8% | D = 4% | E = -3% | F = 0% | G = -4% | H = ? | I = i

> Oc1ccc(Cl)c(Cl)c1
  A = -0.4 | B = 6% | C = -0.8% | D = 2% | E = 3% | F = 5% | G = 3% | H = 13% | I = i

> O=[N+]([O-])c1ccccc1CNCCc1ccc(F)cc1
  A = -1.7 | B = -29% | C = 0.6% | D = 1% | E = -3% | F = 23% | G = -1% | H = 2% | I = i

> O=C(CN1CC(c2ccccc2)CC1=O)NCc1ccc(F)cc1 (stereo not given)
  A = -2.9 | B = -17% | C = 0.1% | D = 13% | E = 2% | F = 1% | G = 9% | H = -5% | I = i

> COc1cc(O)cc2c1C(=O)O[C@@H](C)CCCC(=O)CCCCC2
  A = -1.2 | B = -7% | C = -0.6% | D = 14% | E = -3% | F = . | G = 12% | H = ? | I = i

> COC(=O)C1=C(c2ccc(Cl)c(C(F)(F)F)c2)C[C@@H]2CC[C@H]1N2C
  A = -0.7 | B = -10% | C = -0.1% | D = 0% | E = 1% | F = -9% | G = 5% | H = 7% | I = i

> CCCCCCC[n+]1ccc(-c2cc[n+](CCCCCCC)cc2)cc1
  A = -0.3 | B = -40%&-28% | C = 0.2% | D = -23% | E = -8%&1% | F = -16% | G = -4% | H = 2.6µM* | I = i

> Cc1ccc(NC(=O)c2ccc(Cl)c(S(=O)(=O)NCc3ccco3)c2)c(O)c1
  A = -0.8 | B = -1% | C = ? | D = 8% | E = -8% | F = 19% | G = 9% | H = -9% | I = i

# Filtered by structure: the compounds so far with a carbonyl joined to an NH by a bond outside any ring.
# Keys: A = IL2 activator; B = HepG2 viability; C = Nrf2 activator; D = A549 tox; E = TGFb inhibitor; F = ATXN2 expr inh; G = EPAC2 agonist; H = Nrf2 block; I = ATXN viability
> CCOC(=O)C1(c2ccccc2)CCN(CCC(=O)Nc2cccc(Br)c2)CC1
  A = -0.2 | B = -166% | C = -1.0% | D = -28% | E = ? | F = ? | G = 22% | H = -15% | I = ?

> O=C(CN1CC(c2ccccc2)CC1=O)NCc1ccc(F)cc1 (stereo not given)
  A = -2.9 | B = -17% | C = 0.1% | D = 13% | E = 2% | F = 1% | G = 9% | H = -5% | I = i

> Cc1ccc(NC(=O)c2ccc(Cl)c(S(=O)(=O)NCc3ccco3)c2)c(O)c1
  A = -0.8 | B = -1% | C = ? | D = 8% | E = -8% | F = 19% | G = 9% | H = -9% | I = i

# (more compounds)
# Keys: A = IL2 activator; B = HepG2 viability; C = Nrf2 activator; D = A549 tox; E = TGFb inhibitor; F = ATXN2 expr inh; G = EPAC2 agonist; H = Nrf2 block; I = ATXN viability
> C=CCN1CC[C@]23c4c5ccc(O)c4OC2C(=O)CC[C@@]3(O)C1C5 (stereo not given in full)
  A = -0.1 | B = -6% | C = 0.1% | D = 1% | E = 19% | F = -3% | G = 8% | H = -4% | I = i

> CCOc1ccc2nc(N=Nc3c(O)[nH]c(=O)[nH]c3=O)sc2c1
  A = 1.0 | B = 1% | C = 0.3% | D = ? | E = 0% | F = 2% | G = -4% | H = -1% | I = ?

> O=S(=O)(c1cccc2ccccc12)N1Cc2ccccc2-n2nncc2C1
  A = -3.7 | B = -12% | C = 2.2% | D = . | E = 5% | F = -38% | G = 9% | H = . | I = ?

> Cc1cc(Oc2ccc(C(F)(F)F)cc2[N+](=O)[O-])c2c3c(c(=O)oc2c1)CCCC3
  A = 0.2 | B = -24% | C = 1.8% | D = -1% | E = 13% | F = 4% | G = 0% | H = 1% | I = i

> COc1cc(CC2(CCc3ccncc3)C(=O)NC(=O)NC2=O)cc(OC)c1OC
  A = 0.1 | B = 0% | C = 0.3% | D = -9% | E = 21% | F = -7% | G = 10% | H = 0% | I = i

> CC1C=CCCC12C(=O)NC(=O)NC2=O (stereo not given)
  A = -6.1 | B = 1% | C = 0.6% | D = -3% | E = -19% | F = -3% | G = -5% | H = 14% | I = i

> N#CC1=C(N)Oc2n[nH]c(-c3cccs3)c2C1c1ccsc1 (stereo not given)
  A = 0.8 | B = 2% | C = ? | D = -1% | E = 0% | F = -9% | G = -6% | H = 7% | I = i

> COc1ccc(-n2nc(C(=O)NCC(=O)N3CCC4(CC3)OCCO4)c3ccccc3c2=O)c(OC)c1
  A = 2.8 | B = 14% | C = -0.1% | D = ? | E = 4% | F = -5% | G = 4% | H = ? | I = i

> CC(=O)N1N=C2C3CCN(CC3)C2C1c1ccc(C)cc1 (stereo not given)
  A = -1.7 | B = -3% | C = 1.4% | D = 2% | E = 0% | F = -6% | G = 8% | H = 12% | I = i

> CN1C(=O)c2ccccc2NC(=O)C1Cc1ccccc1 (stereo not given)
  A = -1.3 | B = 0% | C = -0.5% | D = -20% | E = 7% | F = 5% | G = -6% | H = -2% | I = i

> CCOc1ccccc1CN1CCCC(C(=O)c2cc(F)ccc2F)C1 (stereo not given)
  A = -3.5 | B = -3% | C = -0.5% | D = -3% | E = 11% | F = -25% | G = 3% | H = -13% | I = i

> CN1CCN(c2c(F)cc([N+](=O)[O-])c(N)c2Br)CC1
  A = 2.2 | B = -12% | C = 6.9% | D = -17% | E = 1% | F = -18% | G = 5% | H = 1% | I = i

> CC1([N+](=O)[O-])COP(=O)(Nc2ccccc2F)OC1 (stereo not given)
  A = -3.5 | B = 0% | C = -0.3% | D = 1% | E = -15% | F = 0% | G = 1% | H = -5% | I = i

> CSc1nc(Cl)c(Br)c(N2CC2)n1
  A = 0.4 | B = 9% | C = -0.7% | D = -3% | E = 2% | F = -5% | G = 10% | H = -22% | I = i

> O=C(c1cc(-c2cccnc2)nc2ccccc12)N1CCC2(CC1)OCCO2
  A = -0.7 | B = -3% | C = -1.1% | D = -7% | E = -10% | F = -1% | G = -4% | H = ? | I = i

> CCOC(=O)C(O)(c1ccc(N)c(OC)c1)C(F)(F)F (stereo not given)
  A = -1.3 | B = 2% | C = 0.5% | D = -1% | E = 1% | F = -3% | G = 5% | H = 0% | I = i

> COc1ccc(-n2c(O)c(C(C)=NCc3ccco3)c(=O)[nH]c2=O)cc1
  A = 0.8 | B = 7% | C = 0.4% | D = 5% | E = -12% | F = -4% | G = -4% | H = -17% | I = i

> O=[N+]([O-])/C=C1\NCCN1Cc1ccc(Cl)nc1
  A = -5.3&-0.6 | B = -6%&-5% | C = -0.2%&1.6% | D = 7%&6% | E = 5%&10% | F = -18%&-9% | G = 14%&6% | H = 1%&-4% | I = i

> Cc1ccccc1-n1c(C)nc2sccc2c1=O
  A = 0.9 | B = -7% | C = 0.4% | D = 12% | E = 5% | F = -5% | G = 0% | H = 10% | I = i

> COc1ccc(N2C(=O)NC(=O)/C(=C\c3ccc([N+](=O)[O-])s3)C2=O)cc1
  A = -0.8 | B = 1% | C = 17% | D = -25% | E = ? | F = -19% | G = -18% | H = -23% | I = i

> c1ccc(N2Cc3ccccc3-n3nncc3C2)nc1
  A = -1.9 | B = 7% | C = 3.7% | D = . | E = 19% | F = -3% | G = 20% | H = . | I = i

> CC(C)(C)N1CC(C(=O)c2ccccc2)C1c1ccccc1 (stereo not given)
  A = -5.6 | B = -11% | C = ? | D = 1% | E = -4% | F = 10% | G = 0% | H = 7% | I = i

> O=C(c1cc(-c2ccncc2)nc2ccccc12)N1CCC2(CC1)OCCO2
  A = 0.3 | B = -2% | C = 0.4% | D = -2% | E = -9% | F = 3% | G = -1% | H = 1% | I = i

> N=C1c2ccccc2CN1c1cccc([N+](=O)[O-])c1
  A = -4.1 | B = -4% | C = ? | D = -1% | E = 2% | F = -9% | G = 4% | H = -6% | I = i

> Cc1cc(C(=O)CN2CCCC2)c(C)n1-c1ccc(F)cc1
  A = -0.8 | B = -2% | C = -0.8% | D = -2% | E = -16% | F = 2% | G = -6% | H = 11% | I = i

> O=C1NC(=S)N(c2ccccc2)C(=O)C1C(c1ccncc1)C1C(=O)NC(=S)N(c2ccccc2)C1=O (stereo not given)
  A = -4.8 | B = 1% | C = 0.6% | D = -2% | E = -3% | F = -14% | G = 7% | H = 2% | I = i

# Source: PubChem
